b-catenin transl: modulators of beta-catenin nuclear translocation, primary screen, imaging, HeLa cells, immunofluorescence, high-content; 190,000 tested, 0.3% active; nuclear translocation activity, % at 5 µM;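 active means nuclear translocation activity above 50% at 5 µM, with a well cell count of 50 or more; inconclusive means wells under 50 cells across six images, flagged as toxic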;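 further: per-cell ratio of nuclear to cytoplasmic median beta-catenin stain intensity; plate controls were DMSO negative control for no effect and GSK-3 inhibitor IX positive control for full effect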
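Signal – beta-catenin immunofluorescence imaging with DAPI · Test system – human HeLa cell line · Dosing – 5 µM primary single dose, 0.1% DMSO, 0.02–20 µM confirmation series · Measure – % activation, nuclear-to-cytoplasmic median beta-catenin signal ratio per cell · Incubation – 24 h compound exposure at 37°C, 5% CO2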
Hep lipid drop: inhibitors of hepatocyte lipid droplet formation, primary screen, imaging, high-throughput imaging, BODIPY stain. AML12 mouse hepatocytes, oleate lipid droplets. inhibition, % at 6.5 µM. 240,000 tested, 0.4% active;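 active means lipid droplet intensity inhibited by at least 50%, with more than 500 cells counted; inconclusive means wells with under 300 cells, treated as cytotoxic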
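Test system: AML12 hepatocytes (mouse); reagent: oleate loading, 100 µM; dosing: one dose, 6.5 µM compound; incubation: overnight exposure; signal: fluorescence imaging, 20x objective, two fields per well; read-out basis: % inhibition of corrected integrated BODIPY droplet signal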
Insulin prom up: insulin promoter activators in MIN6 cells, imaging, high-content screening, mouse beta cells. MIN6 insulin promoter-GFP reporter; active compounds read high. z-score at 5 µM. 190,000 tested, 0.3% active;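 active means z-score above 3 at 5 µM with at least 500 cells counted in the well; inconclusive means wells under 500 cells, flagged as cytotoxic or low count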
Dynein cargo inh: inhibitors of GR-EGFP nuclear translocation, primary screen, dynein cargo transport inhibitor project, imaging, high-content, 3617.4 mouse cells | z-score, hits read low | 220,000 tested, 0.47% active | test concentration mostly 20 µM; stimulated with dexamethasone, 1 µM; active compounds read low;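 active means plate z-score of nuclear minus cytoplasmic receptor signal below a set negative limit, without overly bright fluorescence or cell loss, cut at about -3.5 in these data, passing the limit was not always enough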;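 further: z-score of nuclear minus cytoplasmic ring GR-EGFP intensity difference per well; some compounds called inactive have numbers as strong as hits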
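Buffer or medium: Induction medium lacking tetracycline, stripped serum | Also added: Dexamethasone agonist, 1.0 µM final, for 30 min | Timing: 48 h induction, 1 h compound, 30 min dex at 37 °C | Detection: Formaldehyde fixation, Hoechst nuclear stain, 10x automated fluorescence imaging | Measure: Nuclear versus cytoplasmic GR-EGFP signal, averaged per well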
Myeloid diff MLP: induction of myeloid progenitor differentiation, primary screen, cell-based, flow cytometry, MLPCN library. ER-HoxA9 myeloid progenitors, lysozyme-GFP differentiation. calls only at 10 µM. 360,000 tested, 1% active. AID 624256, 2012;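 active means normalized GFP-positive differentiation at or above the plate's own cutoff, the solvent-only control mean plus 3 SD; inconclusive means no clear call, values can overlap the other calls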;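 further: cells exposed to compound for four days before flow analysis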
T cell modulator: modulators of CD8 T cell-vesicle binding, primary screen, mouse 2C CD8+ T cells, flow cytometry | 2C CD8+ T cell-vesicle binding; active compounds read low | calls only at 7 µM | 330,000 tested, 0.068% active | AID 2052, 2009;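 active means response, share of CD8 T cells binding vesicles, and their 90th percentile fluorescence all below set limits, cut at about 80% in these data, passing the limit was not always enough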
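Assay system: 2C TCR transgenic mouse naive CD8+ T cells, MACS-purified | Read-out: CD8+ gate FL2 mean fluorescence as % of same-row positive control | Signal: High-throughput flow cytometry with anti-B7-1 and anti-CD8 staining | Timing: Binding step 1.5 h, 37 °C, antibody labelling 20 min, ice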
MT stabilize HCS: microtubule stabilizers in HeLa cells, primary screen, imaging, high-content imaging; HeLa tubulin immunostaining HCS, 24 h; share of cells brighter than vehicle mean+2SD; % tubulin-high responders, % at 10 µM; 200,000 tested, 0.83% active;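 active means plate Z-score above 3 for both tubulin-high and condensed-nucleus cell shares, with cell loss under 80%, at 10 µM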;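 further: anti alpha tubulin signal scored within the nucleus-defined area of each cell; some results filed as inactive read as strong as hits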
human PMI inhibition: inhibitors of human PMI, primary screen, biochemical, fluorescence intensity, coupled assay (AID 1209) | purified PMI enzyme, coupled fluorescence intensity; higher % means a stronger effect | inhibition, % at 20 µM, or IC50 in µM where a hit was titrated | 190,000 tested, 0.42% active; in the data active means inhibition above about 50%;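 further: plate controls were DMSO vehicle for no effect and wells lacking substrate for full effect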
TNAP activation fold: human TNAP enzyme activators, primary screen, biochemical, luminescent, no phosphate acceptor, uHTS (AID 1001). purified TNAP, luminescent activation assay, no phosphate acceptor; higher activation fold means a stronger effect. activation fold at 20 µM, or EC50 in µM where a hit was titrated. 200,000 tested, 0.03% active; in the data active means activation fold from about 3, or a potency from the dose series; inactive means the rest, 99 in 100 with activation fold below about 1.6; further: many of its hits are not listed in these tables
Dynein cargo inh cytoplasmic EGFP: second read-out of Dynein cargo inh, no call of its own (marks repeat the call); z-score; measured here: cytoplasmic GR-EGFP intensity; active compounds read high
Dynein cargo inh nuclear GR-EGFP: second read-out of Dynein cargo inh, no call of its own (marks repeat the call); z-score; measured here: nuclear GR-EGFP intensity;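 lower value marks the stronger effect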
Dynein cargo inh cell count: second read-out of Dynein cargo inh, no call of its own (marks repeat the call); z-score; measured here: cell count per field
Insulin prom up cell count: recorded beside Insulin prom up, whose call it bears; cell count; measured here: cytotoxicity, nuclei count;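 total cells summed across four imaged fields per well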
Hep lipid drop cells 6.5 µM: second read-out of Hep lipid drop, no call of its own (marks repeat the call); cell count; measured here: cell count, cytotoxicity flag;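 cells counted across two imaged fields per well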
b-catenin transl cell count 5 µM: further read-out of b-catenin transl, marked with its call; cell count; measured here: cell count, cytotoxicity flag
T cell modulator vesicle-bound %: recorded beside T cell modulator, whose call it bears; double positive events, %; measured here: CD8+ vesicle-bound cell fraction;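 binding gate set so that unloaded-vesicle control wells show 10% double positive cells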
MT stabilize HCS Hoechst-high %: second read-out of MT stabilize HCS, no call of its own (marks repeat the call); % Hoechst-high responders; measured here: nuclear condensation Hoechst responders;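 share of cells brighter than vehicle mean plus two SD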
MT stabilize HCS cytotoxicity %: also measured in MT stabilize HCS; calls as there; toxicity, %; measured here: cytotoxicity by cell density;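 0% = mean cell density of plate MIN control wells and 100% = no cells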
Myeloid diff MLP GFP+ MAC1+ %: second read-out of Myeloid diff MLP, no call of its own (marks repeat the call); GFP+ MAC1+ double positive, %; measured here: differentiation confirmed by MAC1 staining
The depositor's hits bear a star; i = inactive; u = inconclusive; x = not tested or not shown.

SMILES	b-catenin transl	b-catenin transl cell count 5 µM	Hep lipid drop	Hep lipid drop cells 6.5 µM	Insulin prom up	Insulin prom up cell count	Dynein cargo inh	Dynein cargo inh cytoplasmic EGFP	Dynein cargo inh nuclear GR-EGFP	Dynein cargo inh cell count	Myeloid diff MLP	Myeloid diff MLP GFP+ MAC1+ %	T cell modulator	T cell modulator vesicle-bound %	MT stabilize HCS	MT stabilize HCS Hoechst-high %	MT stabilize HCS cytotoxicity %	human PMI inhibition	TNAP activation fold
COC(=O)c1ccc(COC(=O)c2ccc(CO)cc2)o1	3.7	427	19	689	0.11	1349	0.16	0.13	0.45	-0.56	i	0.4	i	62	1.9	1.5	4.3	-4%	1.1
Cc1cccc(C)c1NC(=O)COC(=O)C1Cc2ccccc2CN1C(=O)c1ccccc1 (stereo not drawn)	x	x	-1	653	0.01	1349	0.8	-0.25	0.0057	-0.44	i	0.4	i	49	2.9	2.4	8.3	-4%	1.1
COc1cccc(/C=N/NC(=O)c2[nH]c(C)c(C(=O)N/N=C/c3cccc(OC)c3)c2C)c1	-0.8	899	-5	437	x	x	1.9	-0.2	0.71	-1.4	i	0.6	i	25	2.8	2.5	11	21%	1.2
COc1ccc([N+](=O)[O-])cc1NC(=S)NC(NC(=O)Cc1ccc(OC)c(OC)c1)C(Cl)(Cl)Cl (stereo not drawn)	3.2	1362	x	x	-0.36	1525	-0.24	-0.15	0.57	0.35	i	0.7	i	23	2.2	1.5	2.1	14%	1.1
C=CCn1c(SCC(=O)c2c(N)n(CCC)c(=O)n(C)c2=O)nc2sc(CC)cc2c1=O	-5.6	1214	4	779	-0.71	968	-0.37	-0.11	0.11	0.58	i	0.8	i	38	1.4	1.6	8.8	3%	1.1
Cc1nc(/C(N)=N/OC(=O)c2ccc(Cl)cc2)c(C(F)(F)F)o1	-2.2	1203	-4	737	-0.18	1350	-0.13	-0.27	-0.12	0.66	i	0.7	i	10	x	x	x	x	x
O=c1nc(N/N=C/c2ccco2)cn[nH]1	-2.4	1077	10	687	-0.32	1186	-0.078	-0.33	-0.024	0.49	i	0.1	i	58	2.8	2.1	9.0	-6%	2.3
CCn1c(-c2nn(C)cc2Cl)n[nH]c1=S	-4.5	466	20	694	0.16	1322	-0.3	-0.28	-0.4	0.71	i	0.7	i	47	3.4	5.1	0.1	-7%	0.8
COC(=O)Cn1c(CCS(=O)(=O)c2ccc(C)c(C)c2)nc2ccccc21	-0.7	1027	-2	712	x	x	-1	-0.14	-0.27	0.28	i	2.5	i	19	2.0	2.8	9.6	12%	1.1
CCCCN(Cc1ccccc1)C(=O)CCN1C(=O)C2C3C=CC(C3)C2C1=O (stereo not drawn)	-1.8	1003	2	701	0.1	1171	0.47	-0.22	0.53	0.44	i	1.4	i	40	4.1	1.8	3.7	-3%	1.1
O=C(CSc1nnc(-c2ccco2)o1)c1ccc([N+](=O)[O-])cc1	1.2	1301	-20	679	x	x	0.67	-0.25	0.81	0.37	i	0.3	i	32	x	x	x	x	x
CN(C)c1nnnn1Cc1ccc(Cl)cc1Cl	0.8	1043	-9	708	-0.17	1192	-0.18	-0.26	-0.056	0.37	i	1.2	i	50	2.1	1.4	4.3	-8%	1
COc1ccc(CN2CCCCC2C)cc1C (stereo not drawn)	-1.2	985	-6	785	-0.08	1057	0.36	-0.23	-0.0047	0.87	i	0.6	i	49	2.4	1.8	7.9	8%	1.1
O=C(NC1CC1)C1=C[C@H](c2c[nH]c3ccccc23)C[C@H](OCCCCO)O1	0.8	1351	-14	737	0.05	1003	-0.79	-0.84	-0.32	0.8	i	0.8	i	40	x	x	x	x	x
CN(C)CCCNC(NC(=O)c1cccs1)C(Cl)(Cl)Cl (stereo not drawn)	-1.7	1099	-4	715	-0.56	1512	-1	-0.19	-0.69	0.27	i	0.8	i	43	2.8	2.4	8.0	3%	1.2
CC(C)(C)C(=O)Nc1ccccc1C(=O)OCC(=O)c1ccc2c(c1)OCCO2	-0.9	1085	7	647	0.57	1508	2.5	0.15	1.9	-1.8	i	0.0	i	27	4.2	2.3	5.2	27%	1.1
CCc1ccc2c(c1)C1(C(=O)N2)N2CCCC2C(C(=O)c2ccc3ccccc3c2)C12C(=O)Nc1ccccc12 (stereo not drawn)	-2.1	1128	-25	597	-0.07	1247	-0.57	-0.28	-0.015	1.8	i	1.4	i	29	72	13	80	27%	1
O=C1c2ccccc2OC2(C=Cc3ccccc3O2)N1Cc1ccccc1 (stereo not drawn)	48	608	-3	770	x	x	-1.6	-0.19	-0.84	0.82	i	1.3	i	33	42*	21*	51*	12%	1.2
CC(=O)Nc1sc(C)c(C)c1C(=O)OCC(=O)N(CC(C)C)C1CCS(=O)(=O)C1 (stereo not drawn)	0.2	1088	3	698	0.18	1361	-0.44	-0.3	0.48	0.5	i	0.5	i	49	2.1	2.9	6.0	17%	1
COc1ccc(-c2ccc(=O)n(CC(=O)Nc3ccc4c(c3)OCCO4)n2)cc1	0.0	978	-10	674	-0.86	1668	-0.7	-0.24	-0.21	0.43	i	0.2	i	19	3.5	2.9	5.9	1%	1
CCCC(=O)N1CCN(c2ccc([N+](=O)[O-])c(NC(C)c3ccccc3)c2)CC1 (stereo not drawn)	-1.7	1419	x	x	-0.75	1081	0.38	-0.16	0.17	0.018	i	0.4	i	39	1.7	1.5	5.9	14%	0.9
COc1cccc(-c2cc(C(=O)N3CCc4ccccc4C3)no2)c1	-0.8	1082	-3	641	-0.2	1787	-0.58	-0.077	-0.3	1.2	i	7.4	i	4	4.3	2.9	4.9	20%	1.1
O=C(CC(=O)N/N=C\c1cccc(Cl)c1Cl)NCc1ccccc1	-0.8	1177	0	581	0.13	1277	-0.31	-0.32	-0.26	0.65	i	1.3	i	48	2.0	3.3	8.1	8%	1.2
CC(C)OP(=O)(OC(C)C)C(Nc1ccc(C(=O)O)cc1)c1ccccc1 (stereo not drawn)	1.6	1332	0	659	-0.7	1434	-0.074	-0.25	-0.44	0.43	i	0.2	i	38	x	x	x	x	x
O=C1NCC(O)=C1C=NCCO	-1.4	1037	14	557	0.2	1790	-0.64	-0.22	-0.43	0.56	i	0.6	i	51	4.6	1.6	3.9	11%	1.1
CN1CC[n+]2cnc3ccccc3c21	x	x	-5	735	1.2	1355	-0.57	-0.24	-0.024	1.1	i	1.1	i	46	2.9	2.6	5.8	25%	1
COc1ccc(S(=O)(=O)N2CCN(c3cc(-c4ccccc4)nc4ncnn34)CC2)cc1	-3.2	940	x	x	u	x	-0.073	-0.34	0.43	0.076	i	1.1	i	10	4.7	3.7	2.4	-2%	1
COC(=O)Cn1c(CN2CCOCC2)nc2c1c(=O)[nH]c(=O)n2C	-0.1	1008	10	670	-1.2	1774	-1.2	-0.18	-0.25	0.64	i	2.5	i	45	3.8	2.2	13	-3%	1
Cc1c(CNC(=O)c2c([N+](=O)[O-])cnn2C)cnn1C	-2.4	1092	-7	696	0.82	1308	0.7	-0.28	0.27	0.11	i	0.6	i	33	5.9	1.7	6.0	0%	1
CC(=O)N1N=C(c2c(-c3ccccc3)c3cc(Br)ccc3[nH]c2=O)CC1c1ccco1 (stereo not drawn)	-0.8	1353	-14	724	-1.1	1053	0.067	-0.27	-0.049	-0.077	i	0.4	i	25	x	x	x	x	x
COc1ccc(CCNC(=O)Cc2ccc([N+](=O)[O-])cc2)cc1OC	-1.1	1192	-18	664	-0.07	1415	1.6	-0.23	0.78	-0.77	i	0.2	i	41	x	x	x	x	x

Quoted at random: two entries already listed
SMILES	b-catenin transl	b-catenin transl cell count 5 µM	Hep lipid drop	Hep lipid drop cells 6.5 µM	Insulin prom up	Insulin prom up cell count	Dynein cargo inh	Dynein cargo inh cytoplasmic EGFP	Dynein cargo inh nuclear GR-EGFP	Dynein cargo inh cell count	Myeloid diff MLP	Myeloid diff MLP GFP+ MAC1+ %	T cell modulator	T cell modulator vesicle-bound %	MT stabilize HCS	MT stabilize HCS Hoechst-high %	MT stabilize HCS cytotoxicity %	human PMI inhibition	TNAP activation fold
COc1ccc(S(=O)(=O)N2CCN(c3cc(-c4ccccc4)nc4ncnn34)CC2)cc1	-3.2	940	x	x	u	x	-0.073	-0.34	0.43	0.076	i	1.1	i	10	4.7	3.7	2.4	-2%	1
Cc1c(CNC(=O)c2c([N+](=O)[O-])cnn2C)cnn1C	-2.4	1092	-7	696	0.82	1308	0.7	-0.28	0.27	0.11	i	0.6	i	33	5.9	1.7	6.0	0%	1
